Source: PubChem BioAssay
IDE act – human IDE activators in live cells, primary screen, fluorescence polarization, HEK cells, FAbeta-B substrate; 0.073% of 340,000 active; FAbeta-B cleavage; 0% vehicle, 100% cell-free pure enzyme wells; activation, % at 5.96 µM; Insulin-degrading enzyme (Homo sapiens), P14735;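 active = activation above the mean of all tested compounds plus 3 SD, set per screening campaign, cut at about 17% in these data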
Target sequence (P14735 whole entry, looked up): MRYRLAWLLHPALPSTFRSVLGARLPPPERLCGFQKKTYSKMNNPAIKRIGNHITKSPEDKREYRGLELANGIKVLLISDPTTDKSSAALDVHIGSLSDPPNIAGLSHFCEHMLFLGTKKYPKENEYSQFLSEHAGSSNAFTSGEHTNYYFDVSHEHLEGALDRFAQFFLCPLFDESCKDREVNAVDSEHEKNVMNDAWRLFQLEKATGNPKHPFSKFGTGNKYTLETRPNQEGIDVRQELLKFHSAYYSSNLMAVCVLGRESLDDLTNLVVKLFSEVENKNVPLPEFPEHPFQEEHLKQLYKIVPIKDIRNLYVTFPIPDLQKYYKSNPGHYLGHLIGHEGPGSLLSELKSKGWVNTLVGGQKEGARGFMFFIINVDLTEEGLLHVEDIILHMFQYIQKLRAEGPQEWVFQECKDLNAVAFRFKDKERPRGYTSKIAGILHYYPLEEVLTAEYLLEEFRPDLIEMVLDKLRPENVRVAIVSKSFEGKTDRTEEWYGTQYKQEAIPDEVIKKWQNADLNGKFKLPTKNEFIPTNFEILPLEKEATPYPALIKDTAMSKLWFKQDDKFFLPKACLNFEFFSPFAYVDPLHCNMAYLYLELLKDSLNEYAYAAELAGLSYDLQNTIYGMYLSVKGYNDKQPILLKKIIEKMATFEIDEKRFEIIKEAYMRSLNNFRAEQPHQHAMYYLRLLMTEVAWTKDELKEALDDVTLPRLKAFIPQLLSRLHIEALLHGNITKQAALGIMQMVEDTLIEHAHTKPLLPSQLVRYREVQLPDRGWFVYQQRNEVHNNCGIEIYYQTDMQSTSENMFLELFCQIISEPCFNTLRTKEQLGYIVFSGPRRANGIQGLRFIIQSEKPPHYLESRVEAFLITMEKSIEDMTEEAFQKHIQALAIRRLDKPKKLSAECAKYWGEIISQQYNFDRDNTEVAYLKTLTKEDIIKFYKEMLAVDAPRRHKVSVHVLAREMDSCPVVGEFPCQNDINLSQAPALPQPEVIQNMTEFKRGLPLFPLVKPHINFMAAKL
VIM-2 inhibitor – VIM-2 metallo-beta-lactamase inhibitors, primary screen, biochemical, epi-absorbance readout, Pseudomonas aeruginosa enzyme; purified VIM-2, nitrocefin hydrolysis, epi-absorbance fluorescence; inhibition, % at 5.6 µM; 0.89% of 290,000 active; AID 1527, 2009;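 active = inhibition above the mean of all tested compounds plus 3 SD, cutoff set per screening run, cut at about 7.5% in these data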;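 note: red hydrolysis product quenches plate fluorescence so inhibitors raise well fluorescence; 0% = enzyme with DMSO and 100% = DMSO without enzyme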
GalR3 antag – GalR3 antagonists in HEK293 cells, primary screen, cell-based, fluorescence readout | Galanin receptor type 3 (Homo sapiens), O60755 | HEK293 GalR3-CNG cAMP membrane potential fluorescence; galR3 body fused to GalR1 C-terminus | inhibition, % at 3 µM | 0.44% of 360,000 active;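 active = inhibition above the screen-wide average plus 3 SD, cut at about 13% in these data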;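 note: forskolin and galanin both at EC90 stimulate the cells; cAMP rise reported by CNG channel membrane potential dye signal; 0% = forskolin plus galanin with DMSO and 100% = forskolin alone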
p-CIP stab down – p/CIP-EGFP fusion destabilizers, primary screen, fluorescence, F442A cells; Q05BA5; 16 h; decrease of EGFP signal, % at 10 µM; 0.01% of 290,000 active;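 active = EGFP signal decrease of at least 30% at 10 µM or well 3 SD below plate mean, unless failing retest; inactive = the rest, including hits failing retest or dose response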; note: some compounds called inactive have numbers as strong as hits; many of its hits are not listed in these tables
IDE cell inh – human IDE inhibitors in live cells, primary screen, fluorescence polarization, HEK cells, FAbetaB substrate | Insulin-degrading enzyme (Homo sapiens), P14735 | FAbetaB cleavage | inhibition, % at 5.59 µM | 0.41% of 320,000 active;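 active = percent inhibition above the average of all tested compounds plus 3 SD, set per screening campaign, cut at about 16% in these data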;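 note: IDE supplied by intact live HEK cells; FP after avidin binding of uncleaved biotin substrate so inhibition keeps polarization high; 0% = DMSO wells and 100% = 60 µM reference IDE inhibitor Ii1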
SUMO HTRF inh – inhibitors of in vitro SUMOylation cascade, primary screen, biochemical, HTRF, uHTS. SUMO-conjugating enzyme UBC9 (Homo sapiens), P63279. HTRF SUMOylation assay, SAE1/SAE2 + UBC9. inhibition, % at 35 µM. 0.36% of 290,000 active; in the data active = inhibition above about 50%, passing the limit was not always enough; note: strong numbers were not always called active
IMP-1 inhibitor – IMP-1 metallo-beta-lactamase inhibitors, primary screen, biochemical, epi-absorbance readout, Pseudomonas aeruginosa enzyme. 0.45% of 290,000 active. metallo-beta-lactamase IMP-1 (Pseudomonas aeruginosa). purified IMP-1, nitrocefin hydrolysis, epi-absorbance fluorescence. AID 1556, 2009. inhibition, % at 5.6 µM;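 active = inhibition above the mean plus 3 SD of all compounds in the same screening run, cut at about 4.5% in these data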;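 note: 0% = IMP-1 with DMSO and 100% = DMSO wells lacking enzyme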
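Assay system: purified recombinant IMP-1 beta-lactamase. Input: IMP-1 0.2 nM before substrate addition. Buffer or medium: Zinc- and detergent-supplemented HEPES buffer, pH 7.1. Schedule: 25 °C, 15 min preincubation, 25 min reaction. Signal: Epi-absorbance fluorescence, 480 nm excitation, 530 nm emission. Evaluation: percent inhibition from optical density relative to buffer-blank wells.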
NS3 helicase inh – inhibitors of HCV NS3 helicase, primary screen, biochemical, Cy5 molecular beacon fluorescence | Hepatitis C virus NS3 helicase | NS3 helicase DNA unwinding | inhibition, % at 10.9 µM | 0.56% of 290,000 active | AID 1800, 2009;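 active = inhibition above the mean of all tested compounds plus 3 SD, set per campaign, cut at about 35% in these data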;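 note: 0% = DMSO wells and 100% = thioflavine S control wells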
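System: NS3 helicase fragment of HCV / Schedule: 1 h at 25 °C / Control set: DMSO alone as 0% and 110 µM thioflavine S as 100% / Reagent: Cy5/quencher beacon DNA duplex and ATP to start / Technique: Cy5 fluorescence / Replication: singlicate / Evaluation: % inhibition of end-to-start signal ratio versus controls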
CRFR2-BP antag – antagonists of CRF-BP/CRF-R2 complex, primary screen, cell-based, HEK293, calcium dye fluorescence, uHTS | CRF-induced calcium fluorescence | inhibition, % at 11.8 µM | 0.59% of 350,000 active | AID 588475, 2011;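 active = inhibition of the ligand-induced calcium signal above about 50% at the single tested concentration, limit read from the data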
Numbers without * were called inactive; · = not tested or not shown.

SMILES | IDE act | VIM-2 inhibitor | GalR3 antag | p-CIP stab down | IDE cell inh | SUMO HTRF inh | IMP-1 inhibitor | NS3 helicase inh | CRFR2-BP antag
O=C(Nc1ccccn1)NC(C(F)(F)F)C(F)(F)F | 3 | -3.1 | -8 | -3 | 2 | 5 | -2.5 | -6 | -63
CCOC(=O)CCCC(=O)Nc1ncnc2c1C(c1ccccc1)c1c(ccc3ccccc13)O2 (stereo unspecified) | 3 | · | -9 | · | 5 | · | · | · | -5
CC(=O)c1ccc2c(c1)OCCOCCOCCO2 | 2 | -2.4 | -4 | -10 | 4 | 13 | -3.0 | 5 | -9
O=C(NC1CCCCCC1)C1CCN(c2nc3ccccc3o2)CC1 | -5 | 1.1 | -5 | -8 | 0 | 22 | -0.5 | 3 | 3
CCOC(=O)CC1C(=O)NCCN1S(=O)(=O)c1ccc(Cl)cc1Cl (stereo unspecified) | 3 | 2.3 | -7 | 3 | -2 | 12 | -0.6 | 9 | -2
CC(=O)N1CCC(=NNc2nc3ccccc3s2)CC1 | -2 | -4.1 | -5 | 5 | 4 | 0 | -2.6 | 10 | 3
COc1ccc(NC(=S)NCCSc2ccc(C)cc2)c(OC)c1 | 3 | -2.6 | -4 | · | 5 | · | -2.2 | -11 | 35
CCOC(=O)N1CCN=C1SCc1ccc(C(F)(F)F)cc1 | 2 | 0.2 | -6 | -5 | -2 | -4 | 0.1 | 7 | 4
CC(C)(C)NC(=O)NC(=O)CN1CCN(c2ncc(C(F)(F)F)cc2Cl)CC1 | -7 | -0.4 | -2 | -10 | 4 | 1 | 0.9 | 0 | -6
Cc1ccc(NC(=O)CSc2ncccn2)c([N+](=O)[O-])c1 | -3 | -3.0 | -6 | -20 | 0 | 18 | -2.7 | 7 | -4
CCOC(=O)c1nc(C)nc(Sc2n[nH]c(-c3cc(Cl)cc(Cl)c3)n2)c1C | 8 | -0.5 | -3 | -3 | -3 | 4 | 0.5 | -11 | -18
Cc1ccc(C(=O)OCC(=O)N2CCC(c3ccccc3)=N2)c(C)c1 | -2 | · | -1 | · | 0 | · | · | · | 28
CC1CCN(c2nc3c(=O)[nH]c(N)nc3n2[C@@H]2O[C@H](CO)[C@@H](O)[C@H]2O)CC1 | -4 | -3.6 | -11 | -5 | -4 | 16 | -3.6 | 5 | 0
Cc1ccc(C)c(NC(=O)CCN2CCCCC2)c1 | 4 | -1.8 | -4 | 3 | -1 | 8 | -4.9 | 3 | -6
COCCN(C(=O)COC(=O)c1cc2ccccc2cc1OC)c1c(N)n(Cc2ccccc2)c(=O)[nH]c1=O | -3 | · | -2 | · | 3 | · | · | · | -4
CC1=C(n2nnc([N+](=O)[O-])n2)C(c2cccnc2)C(C#N)=C(N)O1 (stereo unspecified) | 5 | -3.5 | 3 | -7 | 0 | 5 | -0.5 | 6 | -4
CC(=O)N(c1nnc(-c2cccc(C)c2)s1)C1CCCC1 | 3 | -1.8 | -8 | 8 | -2 | 4 | -2.1 | -3 | 4
CCn1c2ccccc2c2cc(/C=N/n3c(-c4cc(C)[nH]n4)n[nH]c3=S)ccc21 | 2 | -1.9 | 3 | -14 | 0 | 31 | -3.3 | -6 | -40
COc1ccc(NC(=O)CSc2ccc3nnc(-c4cccnc4)n3n2)cc1OC | 1 | -1.8 | 0 | -1 | 6 | 9 | -2.2 | 5 | 11
CCN1C(=O)/C(=C\c2cccn2-c2ccc([N+](=O)[O-])cc2)N(CC)C1=S | 7 | -0.1 | -2 | -1 | 2 | 4 | -1.2 | 1 | 19
COc1ccccc1Nc1ccc(C(=O)NCc2cccs2)cn1 | -3 | -3.3 | -4 | 0 | -1 | 8 | -1.6 | 0 | 32
COc1cccc(C(C(=O)NCc2ccco2)N(C(=O)Cn2nnc3ccccc32)C2CC2)c1OC (stereo unspecified) | -2 | -3.0 | 1 | 0 | 0 | -21 | -2.6 | 2 | -6
Cc1nn(-c2ccc(Cl)cc2)c(NC(=O)C(C)C)c(-c2ccccc2)c1=O | -2 | -2.5 | -3 | -17 | 4 | -2 | -3.4 | 0 | -3
CN(Cc1ccc(F)cc1Cl)S(=O)(=O)c1cccs1 | 0 | -4.1 | -9 | -15 | -1 | -6 | -4.2 | 7 | 4

Entries above with two or more sulfur atoms (2):
SMILES | IDE act | VIM-2 inhibitor | GalR3 antag | p-CIP stab down | IDE cell inh | SUMO HTRF inh | IMP-1 inhibitor | NS3 helicase inh | CRFR2-BP antag
COc1ccc(NC(=S)NCCSc2ccc(C)cc2)c(OC)c1 | 3 | -2.6 | -4 | · | 5 | · | -2.2 | -11 | 35
CN(Cc1ccc(F)cc1Cl)S(=O)(=O)c1cccs1 | 0 | -4.1 | -9 | -15 | -1 | -6 | -4.2 | 7 | 4

Additional records.
SMILES | IDE act | VIM-2 inhibitor | GalR3 antag | p-CIP stab down | IDE cell inh | SUMO HTRF inh | IMP-1 inhibitor | NS3 helicase inh | CRFR2-BP antag
COc1ccc2ncn(-c3ccccc3)c2c1 | 2 | -4.6 | -3 | -4 | 2 | 16 | -4.7 | -2 | -40
O=C1CCN(Cc2ccccc2)CCN1[C@H](CSc1ccccc1)Cc1ccccc1 | 2 | -1.5 | -9 | -14 | 7 | -7 | -4.5 | -20 | -7
CCc1ccc(/C=N/Nc2ncnc3nc[nH]c23)cc1 | -5 | 15* | 3 | -9 | 9 | 25 | -3.1 | -4 | -28
O=C1CSC(c2ccccc2F)N1CCN1CCCCC1 (stereo unspecified) | 3 | -0.5 | -5 | -21 | 5 | 15 | -0.9 | -6 | 23
COCc1ccc(C(=O)N(C)C2CCCN(Cc3ccccc3F)C2)o1 (stereo unspecified) | 3 | 2.5 | 1 | 2 | 0 | 19 | 2.9 | 11 | -17
CCOc1ccc(NC(=S)N2CCC(C(N)=O)CC2)cc1 | 2 | 1.0 | -3 | -14 | -2 | 7 | -0.7 | -2 | 26
COc1ccc(CNC(=O)COC(=O)c2ccccc2OCC(=O)Nc2ccc(SC(F)F)cc2)cc1 | 5 | -2.4 | -5 | -2 | -4 | -4 | -3.0 | 0 | -7
COc1ccc(NCc2ccc([N+](=O)[O-])s2)c(OC)c1 | 2 | -2.6 | -4 | -12 | 0 | 62 | -2.1 | 7 | 34
COc1ccc(OC)c(C2NC(=S)NC(C)=C2C(=O)Nc2ccccn2)c1 (stereo unspecified) | -2 | -2.7 | -2 | -10 | -2 | -3 | -1.9 | 9 | -2
Cc1ccc(-n2c(=O)c3sccc3n(CC(=O)N3CCCC3)c2=O)cc1 | 2 | -2.2 | -7 | -15 | 1 | 12 | 2.0 | 2 | 27
Cc1cccc(CC(=O)N2CCN(C(=O)c3ccco3)CC2)c1 | -2 | -4.2 | -2 | -3 | 2 | 1 | -1.7 | 4 | 10
NS(=O)(=O)c1cccc(NC(=O)C2CC(=O)N(Cc3ccco3)C2)c1 (stereo unspecified) | 2 | -1.7 | -6 | 4 | 10 | 10 | -1.6 | -2 | 2
Cc1ccc2oc(Nc3nc(-c4ccccc4)cc(=O)[nH]3)nc2c1 | · | -2.6 | -4 | -5 | · | 11 | -10 | 13 | 10
Cc1cc(=O)c2c(o1)CC(C)(C)CC2=O | 7 | -5.1 | 1 | 5 | 1 | 8 | -1.5 | -1 | 2
COc1ccc(/C(C)=N/NC(=O)c2ccc(NS(=O)(=O)c3cccs3)cc2)cc1 | 0 | -1.2 | -4 | -12 | 6 | 30 | -0.9 | -8 | 10
Cc1nc(N)sc1-c1csc(Nc2ccc(Cl)cn2)n1 | -6 | -2.7 | -2 | -7 | -3 | -7 | -1.9 | 0 | -7
COc1ccc(S(=O)(=O)NNC(=O)c2cc3ccccc3o2)cc1 | -5 | -1.3 | -2 | -6 | 5 | 14 | -3.0 | -7 | 3
Cn1c(CC(=O)Nc2ccc(Cl)c(Cl)c2)nnc1SCC(=O)NCc1ccccc1 | 1 | -1.0 | -2 | -26 | 2 | 9 | -2.4 | 1 | 8
CCOc1ccc(N(CC(=O)Nc2ccc(C)cc2)S(C)(=O)=O)cc1 | 0 | -1.4 | -10 | -1 | -2 | 0 | 0.2 | -8 | 5
CN1C(=O)[C@@H]2[C@@H]3C[C@@H]([C@H]4ON=C(c5ccccc5OCC#N)[C@@H]34)[C@@H]2C1=O | 4 | -2.1 | 3 | -16 | -1 | 17 | -0.5 | -2 | 16
O=C(OCC(=O)N1CCN(c2ccccc2)CC1)c1cccc(Cl)c1 | -10 | -1.0 | -4 | -10 | 3 | -3 | -3.2 | 4 | -5
Cc1csc(=Nc2cccnc2)n1CC1CCCCC1 | 7 | -2.0 | 0 | -5 | 0 | 14 | -3.1 | -4 | -12
CSc1ccccc1N1CCN(C(=O)Nc2ccc3c(c2)NC(=O)CO3)CC1 | -1 | -8.9 | -7 | -12 | 4 | -8 | -3.0 | -1 | 21
O=C1CSC(c2ccc(F)c(F)c2)N1c1ccccc1F (stereo unspecified) | 3 | 0.2 | 0 | -4 | -2 | -12 | -0.5 | -9 | 6
O=C(NNC(=O)c1nn(-c2ccc(F)cc2)ccc1=O)c1ccccc1Cl | 4 | -3.2 | -5 | 5 | 3 | 3 | 8.4* | 3 | -17
OC[C@H]1O[C@H](OC[C@H]2OC(O)[C@H](O)[C@@H](O)[C@@H]2O)[C@H](O)[C@@H](O)[C@@H]1O (stereo partly specified) | 10 | · | 1 | · | 2 | · | · | · | 7
Cn1cc(S(=O)(=O)N2CCN(Cc3ccccc3)CC2)c(=O)n(C)c1=O | 7 | -2.8 | · | 3 | 3 | 1 | -3.8 | 9 | 3
COc1cc(/C=N/NC(=O)COc2cc(C)cc(C)c2)ccc1OS(=O)(=O)c1ccc(C)cc1 | 7 | -4.2 | -2 | -1 | 3 | -15 | -4.3 | -17 | -20
Cc1cc(C)c(NC(=O)CN2CCC(NC(=O)NC3CCCCC3)CC2)c(C)c1 | · | -3.0 | · | -7 | 7 | -4 | -2.1 | 9 | ·
CNC(=S)NNC(=O)c1ccc2c(c1)OCO2 | 2 | -2.8 | 2 | -6 | 2 | 6 | -4.2 | 7 | 3
CCOC(=O)c1nn(-c2ccc(C)cc2)cc1C(=O)c1ccccc1 | 6 | -1.7 | -4 | 3 | 3 | -17 | -4.5 | -4 | -7
Cc1ccc(OCCCC(=O)Nc2ccc(S(N)(=O)=O)cc2)cc1 | 0 | -1.7 | 4 | 4 | 2 | 1 | -1.1 | 5 | -11
